# Screening results from PubChem BioAssay.
# D2 PAM: D2 dopamine receptor (human) potentiation; potentiation, % at 10 µM; P14416; hit rate 0.34% among 340,000; HEK293 T-REx D2, calcium flux, EC20 dopamine potentiation;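 active = potentiation over 3 SD above the plate norm, cut at about 30% in these data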; note: 0% is about no effect
#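 Calcium flux readout, no-wash dye, 1 read/s. Inducible HEK293 Trex D2 line, overnight 30 C. Compound alone 180 s (agonist flags), then EC20 dopamine, another 180 s to score potentiation.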
# D2 antagonist: D2 dopamine receptor (human) antagonism; AID 485344; P14416; inhibition, % at 10 µM; HEK293 TREx D2 cells, calcium flux, dopamine EC80; hit rate 2% among 340,000; in the data active = inhibition above about 30%; note: 0% is about no effect
#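 Compounds are added to dye-loaded, induced HEK293 T-REx cells coupled to calcium release via D2; after a 3 min kinetic read an EC80 dopamine stimulus is given and fluorescence is recorded for 3 more min.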
# TRHR enhancer: allosteric enhancers of human TRH receptor | AID 493056 | hit rate 0.66% among 360,000 | TRHR cells, fluo-8 calcium fluorescence, EC20 TRH enhancement | P34981 | enhancement, % at 2 µM; in the data active = enhancement above about 30%; note: 0% is about no effect
# Target sequence (P34981 whole entry, looked up): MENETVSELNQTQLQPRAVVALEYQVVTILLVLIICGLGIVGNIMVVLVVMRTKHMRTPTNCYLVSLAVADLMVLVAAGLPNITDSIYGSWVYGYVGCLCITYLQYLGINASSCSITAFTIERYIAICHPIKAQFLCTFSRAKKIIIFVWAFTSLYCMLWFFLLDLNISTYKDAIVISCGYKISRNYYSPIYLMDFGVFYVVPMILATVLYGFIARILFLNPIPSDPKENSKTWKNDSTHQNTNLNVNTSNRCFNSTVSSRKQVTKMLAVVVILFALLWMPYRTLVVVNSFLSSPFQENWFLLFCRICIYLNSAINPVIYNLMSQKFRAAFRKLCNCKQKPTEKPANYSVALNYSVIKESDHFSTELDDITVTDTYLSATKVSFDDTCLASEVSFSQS
#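 Enhancer read-out: after compound pinning and an initial kinetic agonist-mode read, an EC20 of TRH (10 nM final) was injected and fluo-8 calcium signal (Ex 480/Em 530) followed at 1 s/cycle for 100 cycles in TRHR-expressing cells.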
# D1 antagonist: human D1 dopamine receptor antagonism; AID 504652; P21728; hit rate 3.2% among 360,000; activity change, negative = inhibition, % at 10 µM; HEK293 TREx D1 cells, calcium flux, dopamine EC80; active compounds read low; in the data active = activity change below about -30%; note: % is set by controls: 0 for no effect and ±100 for the full control effect
# Target sequence (P21728 whole entry, looked up): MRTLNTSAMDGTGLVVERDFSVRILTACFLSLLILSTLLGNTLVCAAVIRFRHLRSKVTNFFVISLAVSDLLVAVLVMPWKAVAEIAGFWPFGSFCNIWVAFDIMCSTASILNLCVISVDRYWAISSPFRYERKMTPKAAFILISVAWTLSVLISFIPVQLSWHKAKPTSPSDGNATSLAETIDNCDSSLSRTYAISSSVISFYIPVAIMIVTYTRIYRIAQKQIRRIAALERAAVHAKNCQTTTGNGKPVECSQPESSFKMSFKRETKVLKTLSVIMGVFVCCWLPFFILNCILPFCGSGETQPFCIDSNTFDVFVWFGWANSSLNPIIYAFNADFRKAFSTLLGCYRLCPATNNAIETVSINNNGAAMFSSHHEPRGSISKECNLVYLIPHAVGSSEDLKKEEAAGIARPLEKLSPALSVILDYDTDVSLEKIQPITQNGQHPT
#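 Antagonism measured as reduced calcium response to an EC80 dopamine addition following 180 s compound pre-read; cells were inducible HEK293 Trex D1 plated overnight at 30 C, read kinetically at 1 cycle/sec.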
# TRHR agonist: TRH receptor (human) agonism; activation, % at 2 µM; hit rate 0.18% among 360,000; AID 493084; TRHR cells, calcium flux fluo-8, FDSS agonist mode; note: 0% is about no effect
#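 In this calcium-flux screen, cells bearing human TRHR are dye-loaded with fluo-8, baselined for 10 cycles, then exposed to library compounds; positive kinetic calcium responses during the agonist phase mark hits, with TRH as control.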
# D2 agonist: activates the human D2 dopamine receptor; P14416; activation, % at 2 µM; HEK293 T-REx D2 cells, calcium flux agonist mode; hit rate 0.53% among 340,000;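 active = activation over 3 SD above normal in the single-dose calcium agonist read, cut at about 30% in these data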; note: 0% is about no effect
#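 Agonism is scored from calcium flux in a force-coupled, inducible HEK293 cell line expressing D2, read kinetically for 180 s after compound addition against dopamine controls.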
# D1 agonist: activates the human D1 dopamine receptor; AID 504660; HEK293 T-REx D1 cells, calcium flux, agonist mode; hit rate 1% among 360,000; activation, % at 2 µM; P21728; note: 0% is about no effect
#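 Inducible HEK293 T-REx D1 cells, force-coupled to calcium signalling, were plated at 4000 cells/well with tetracycline and held overnight at 30 C. After no-wash calcium dye loading, compound-evoked calcium rise over 180 s flagged agonists.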
# RXFP1 antagonist: blocks the human relaxin receptor RXFP1; HEK293-RXFP1, relaxin-stimulated cAMP HTRF, 30 min; active compounds read low; Q9HBX9; activity change, negative = inhibition, % at 57.5 µM; hit rate 0.59% among 350,000; AID 1259400;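 active = activity change of -60% or lower, but not beyond a set lower limit; inconclusive = change between -60% and -40%, or beyond the set limit; inactive = change above -40%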; note: % is set by controls: 0 for no effect and ±100 for the full control effect
# D1 potentiator: potentiators of human D1 dopamine receptor. P21728. HEK293 TREx D1 cells, calcium flux, dopamine EC20 potentiation. potentiation, % at 10 µM. hit rate 0.036% among 360,000. AID 504651; in the data active = potentiation above about 30%; note: 0% is about no effect
# * hit, by the source's call; ? = inconclusive; nt = no result given; & = joins results of further samples. Cut-off read from the data, not from the text of the source, unless noted: active = activation above about 30%; inactive = the rest.
SMILES,D2 PAM,D2 antagonist,TRHR enhancer,D1 antagonist,TRHR agonist,D2 agonist,D1 agonist,RXFP1 antagonist,D1 potentiator
COc1ccc(OCc2nc(C#N)c(N3CCN(c4ccc(OC)cc4)CC3)o2)cc1,3,-4,0,-12,-0.2,-0.6,4,nt,-2
Cc1ccc(C(=O)ONc2ccc(N=NC(=O)c3ccccc3O)cc2)cc1,19,-14,6,-16,-1.5,-1.2,1,5,4
CC(=O)Oc1ccc2c(=O)c(Oc3ccccc3[N+](=O)[O-])coc2c1,-17,21,5,24,-0.5,-0.2,2,-11,-1
CSc1nc2ccccc2n1CC(=O)Nc1cc(C(F)(F)F)ccc1N1CCOCC1,25,-4,8,6,0.6,3.4,2,-6,-1
COc1cc(OC)cc(N2C(=O)CC(N3CCC(C(=O)N4CCCCC4)CC3)C2=O)c1 (centres undefined),-13,1,-3,21,0.2,1.7,1,-1,-4
COC(=O)Nc1nnc(-c2ccncc2)s1,nt,nt,-3,-5,0.6,nt,-2,18,2
COc1cccc(CC(=O)OCC(=O)NCCc2ccc(F)cc2)c1,12,-9,0,-6,0.4,0.2,-1,4,-5
COCCNC(=O)c1ccc(N2CC3CC(C2)c2cccc(=O)n2C3)c(NC(=O)c2c(F)cccc2F)c1 (centres undefined),5,16,0,-7,-0.2,0.2,3,-5,-8
COc1ccc2cc(C(=O)C3CCCN(Cc4cccc(C)n4)C3)ccc2c1 (centres undefined),-11,-17,0,-7,-0.3,0.8,6,?,-6
O=C(CNC(=O)c1ccccc1)c1ccccc1,4,-1,1,0,-0.1,0.7,1,nt,-5
N/C(=N\OC(=O)CCC1CCCCC1)c1cccnc1,nt,nt,-7,6,0.2,nt,1,-8,-6
COc1ccc2oc(=O)c(NC(=O)C3CCCCC3)cc2c1,-3,14,-3,26,-0.2,-0.9,0,-30,-4
COc1ccccc1NC(=O)CCS(=O)(=O)c1ccc2nc(C)sc2c1,4,nt,1,12,0.8,-0.1,4,0,0
CCc1ccc(NC(=S)NC2CC3CCCC(C2)N3Cc2ccccc2)cc1 (centres undefined),8,40*,7,-29,-0.5,0.0,20,3,1
COc1ccc(/C=C/C(=O)Nc2nc(-c3cccs3)ns2)cc1OC,7,nt,2,-25,0.1,1.2,2,?,3
COc1cccc(N2CC(C(=O)Nc3c(C(N)=O)oc4ccccc34)CC2=O)c1 (centres undefined),-3,5,0,4,-1.0,-0.2,2,-11,8
COc1cc(CNCCN2CCOCC2)ccc1OCc1c(Cl)cccc1Cl,-2,-24,-1,8,0.9,0.8,12,nt,-3
CCCNC(=O)c1c(N)n(-c2cccc(OC)c2)c2nc3ccccc3nc12,4,16,-4,-14,2.5,1.0,1,-8,-8
Cc1ccccc1N1CCN(C(=O)c2ccc(Oc3ccc(C(F)(F)F)cn3)cc2)CC1,7,17,1,1,-0.2,0.5,0,1,-1
Cc1ccc(-c2nnn(CC(=O)N(CC(=O)NC3CCCC3)c3cccc(F)c3)n2)o1,2,4,7,-7,-0.2,0.0,2,-13,13
C=CCC1(CC=C)CCCN1C(=O)c1cc(COc2cccc(C(F)(F)F)c2)on1,-2,-6,-3,7,2.0,2.1,9,-12,-1
CCN(Cc1ccccc1)C(=O)c1ccc(CNS(=O)(=O)c2ccc(C)cc2)cc1,-25,-32,-2,-19,-1.2,-1.5,-1,1,-4
COc1ccc(NS(=O)(=O)c2ccc(C)c(C(=O)O)c2)cc1,-8,6,0,-10,0.1,0.1,3,-16,0
CCCC(=O)Nc1ccc2nc(SCCOc3ccccc3)sc2c1,10,nt,0,-6,1.3,nt,3,-19,0
CCS(=O)(=O)N1N=C(c2cccc(NS(C)(=O)=O)c2)CC1c1cccs1 (centres undefined),-4,8,3,-1,-0.4,0.3,3,18,1
C[C@H](NC(=O)c1nc[nH]c1C(=O)NCc1ccccc1)c1ccccc1,0,-3,-11,-41*,1.0,0.2,1,nt,-4
CN1C2C=C3C(C#N)=C(N)C(C#N)(C#N)[C@H](c4c(F)cccc4F)[C@H]3C1CC2 (some centres undefined),4,-7,1,5,1.6,-0.5,1,-19,-2
COc1ccc(CC(=O)Nc2ccc(-c3noc(-c4ccc(Cl)cc4)n3)cc2)cc1,1,-16,6,-13,0.8,0.8,0,-3,2
CC1CCN(C(=O)COC(=O)CSc2ccc(C(N)=O)cc2[N+](=O)[O-])CC1,-1,2,-4,-27,0.0,0.2,2,-24,-11
O=C(Nc1nnc(SCc2cccc3ccccc23)s1)C1COc2ccccc2O1 (centres undefined),7,0,2,-10,-0.2,0.0,5,5,0
O=C(CNC(=O)c1ccc(Cl)cc1)OCCCOC(=O)CNC(=O)c1ccc(Cl)cc1,-8,12,-2,-12,-1.0,-1.9,9,-10,2
Cn1cc(CC(=O)NCCN2CCOCC2)c2ccccc21,39*,24,-8,-32*,-0.4,0.2,3,4,-9
CCC12CN3CC(C)(CN(C1)C3c1c[nH]c3ccccc13)C2=O (centres undefined),3,nt,-2,1,1.7,2.2,0,-6,-1
CC1=C/C(=C(\c2cc(C)c(O)c(Br)c2)c2ccccc2S(=O)(=O)O)C=C(Br)C1=O,1,-4,-6,-16,-0.7,-0.1,4,?,-7
COc1ccc(NC(=O)c2cc(-c3ccccn3)nc3ccccc23)cc1S(=O)(=O)N(C)C,12,-39,8,0,0.1,-0.2,4,7,10
COc1cc2ccccc2cc1C(=O)Nc1cccc(-c2nc3ccccc3o2)c1,-4,nt,-5,-19,1.0,-0.1,7,-4,1
CSc1ccccc1C(=O)NC1CC2CCC1C2 (centres undefined),-3,1,-6,10,-0.7,-0.6,0,-1,-8
Cc1ccc(CC(=O)NCC(c2ccco2)N(C)C)cc1C (centres undefined),7,-5,2,7,0.2,0.1,5,-16,4
Nc1cccc2nc3ccccc3cc12,-15,12,-9,-23,2.0,0.9,0,nt,-5
Cc1nn(-c2ccccc2)c2nc(-c3ccccc3)cc(C(=O)N3CCOCC3)c12,nt,nt,24,-12,2.1,nt,1,-1,-7
CCCNC(=O)C(Cc1ccccc1)NS(=O)(=O)c1ccc2c(c1)CCC(=O)N2 (centres undefined),-5,0,-5,2,0.0,0.2,0,nt,2
Cc1cc(C)c2c(c1)c(C)cc1nnc(SCC(=O)NCc3ccco3)n12,9,-5,4,-24,-0.8,1.4,2,20,-6
CNc1nc2c(C)cccn2c(=O)c1C=NCc1ccccc1,-7,-15,7,5,0.2,-1.3,1,-7,0
COC(=O)CNc1nc(OC)nc(N(C)C)n1,-8,12,-2,4,0.2,0.0,1,-6,-1
O=C1CN(Cc2nc3cc(Cl)ccc3c(=O)[nH]2)CCN1,nt,nt,-4,0,0.3,nt,2,-2,-2
COCCCN(C(=O)CCOc1ccccc1C)c1c(N)n(Cc2ccccc2)c(=O)[nH]c1=O,0,4,3,6,-0.4,-0.4,3,18,-2
O=C(Nc1nc2ccccc2[nH]1)c1cc(F)cc(F)c1,-3,-7,10,4,-0.4,0.3,2,-11,-6
Cc1c(C(=O)NCc2cccs2)oc2ccc(S(=O)(=O)N3CCOCC3)cc12,6,-8,-7,6,0.0,0.9,-1,13,-9

# Next part (2 carried over from the part before).
SMILES,D2 PAM,D2 antagonist,TRHR enhancer,D1 antagonist,TRHR agonist,D2 agonist,D1 agonist,RXFP1 antagonist,D1 potentiator
O=C(Nc1nc2ccccc2[nH]1)c1cc(F)cc(F)c1,-3,-7,10,4,-0.4,0.3,2,-11,-6
Cc1c(C(=O)NCc2cccs2)oc2ccc(S(=O)(=O)N3CCOCC3)cc12,6,-8,-7,6,0.0,0.9,-1,13,-9
O=C(NCc1cccc(C(F)(F)F)c1)C1CC(c2c(Cl)cccc2Cl)=NO1 (centres undefined),-11,-16,-6,0,0.0,-1.0,12,nt,-5
CCC(=O)N1CCc2cc(Br)cc(S(=O)(=O)NCc3ccccc3OC)c21,-18,2,2,12,0.3,-0.5,3,-2,0
COc1ccc(C2CC(c3cccs3)=NN2C(=O)CCC(=O)O)cc1OC (centres undefined),1,7,-1,13,0.3,0.2,1,5,3
COc1ccc(OCC(=O)O/N=C(\N)c2ccc(OC)c(OC)c2)cc1,6,-2,2,-4,0.4,0.6,15,9,-5
O=C(NN1C(=O)CSC1=S)c1cccnc1,3,10,8,17,0.1,-0.3,2,5,-7
Cc1c(C(=O)Nc2ccc3c(c2)OCO3)sc2nc(-c3ccccc3)cn12,nt,67*,-6,-3,-0.7,0.1,8,-8,-7
O=C(NCCOc1ccc2ccccc2c1)c1cncc(Br)c1,6,10,4,-22,0.1,0.4,6,-19,2
COc1ccc(NC(=O)c2cc(-c3ccccc3O)no2)cc1,-1,nt,2,12,-0.6,4.2,0,-8,0
COc1ccc(S(=O)(=O)N2CCCCC2C(=O)O)cc1OC (centres undefined),6,-16,33*,-12,0.5,0.2,0,1,-5
c1coc(CNc2c3c(nc4ncnn24)CCC3)c1,nt,nt,6,16,-0.7,nt,2,2,0
COc1cccc(CNC(=O)c2ccc(NC3=NC4CS(=O)(=O)CC4S3)cc2)c1 (centres undefined),2,0,5,-2,0.8,-0.5,3,11,-1
O=C(NNC(=O)c1cccc(-n2cnnn2)c1)c1ccccc1,2,14,-1,-15,0.3,0.2,5,3,-6
O=C(NCCN1CCN(c2cccc(Cl)c2)CC1)Nc1ccccc1,-31&-25,25,11&-2,-6&-14,-0.4&0.4,12&5.5,7&28,3,-4&-3
O=C(Nc1cnn(Cc2ccc(Cl)c(Cl)c2)c1)C12CC3CC(CC(C3)C1)C2,nt,nt,-2,0,0.0,nt,1,4,5
CCc1ccc(NC(=O)c2sc(-n3nc(C)c(Cc4ccc5c(c4)OCO5)c3C)nc2C)cc1,17,nt,9,-9,-1.0,-1.2,3,-3,0
Cc1cc(Cl)ccc1N(CC(=O)NCc1ccc2c(c1)OCO2)S(C)(=O)=O,0,1,2,4,0.5,1.0,2,-15,-1
Nc1nc2c(nc(SCc3ccccc3Br)n2[C@@H]2O[C@H](CO)[C@@H](O)[C@H]2O)c(=O)[nH]1,6,-2,-11,-4,0.2,-1.1,6,1,6
CC(C)OCCCN(C)C1CCN(S(=O)(=O)c2ccc(-c3ccc(=O)[nH]n3)s2)CC1,0,-1,3,-3,0.8,0.6,2,30,-3
CCn1c(SCC(=O)Nc2nc(C)cs2)nnc1-c1ccco1,nt,16,-1,3,-0.4,4.1,6,-10,-5

# 4 entries from above, with two lines to a compound:
# Sequence of screens – D2 PAM	D2 antagonist	TRHR enhancer	D1 antagonist	TRHR agonist	D2 agonist	D1 agonist	RXFP1 antagonist	D1 potentiator
> Cc1cc(Cl)ccc1N(CC(=O)NCc1ccc2c(c1)OCO2)S(C)(=O)=O
  0	1	2	4	0.5	1.0	2	-15	-1
> Nc1nc2c(nc(SCc3ccccc3Br)n2[C@@H]2O[C@H](CO)[C@@H](O)[C@H]2O)c(=O)[nH]1
  6	-2	-11	-4	0.2	-1.1	6	1	6
> CC(C)OCCCN(C)C1CCN(S(=O)(=O)c2ccc(-c3ccc(=O)[nH]n3)s2)CC1
  0	-1	3	-3	0.8	0.6	2	30	-3
> CCn1c(SCC(=O)Nc2nc(C)cs2)nnc1-c1ccco1
  nt	16	-1	3	-0.4	4.1	6	-10	-5
